Bioassay records: PubChem BioAssay, Sanford-Burnham Center for Chemical Genomics
SENP1 FRET inh: human SENP1 catalytic domain inhibitors, primary screen, biochemical, FRET, uHTS | Sentrin-specific protease 1 (Homo sapiens), Q9P0U3 | recombinant SENP1 catalytic domain, CyPet-SUMO1-YPet FRET cleavage | inhibition, % at 10 µM | 360,000 compounds, 0.21% hits;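 active = inhibition at least 30% at 10 µM, raw YFP signal under a set limit, fluorescence ratio 0.5 to 1.5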;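 note: 0% = enzyme with DMSO and 100% = no enzyme wells; some results filed as inactive read as strong as hits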
Target sequence (Q9P0U3 419-644 limits assumed): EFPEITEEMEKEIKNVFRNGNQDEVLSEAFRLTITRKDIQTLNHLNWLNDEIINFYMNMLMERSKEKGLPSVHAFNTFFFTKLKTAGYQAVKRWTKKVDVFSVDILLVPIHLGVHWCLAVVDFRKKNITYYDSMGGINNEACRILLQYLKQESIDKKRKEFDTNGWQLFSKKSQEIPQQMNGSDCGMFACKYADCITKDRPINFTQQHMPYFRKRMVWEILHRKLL
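Assay system: hSENP1 catalytic domain, recombinant. Amount: SENP1 enzyme, 20 pM final. Schedule: 50 min reaction, RT, dark. Technique: FRET, CFP and YFP emission. Control set: no-enzyme wells low, DMSO-plus-enzyme wells high control.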
UBC13 inh: UBC13 polyubiquitin chain formation inhibitors, primary screen, biochemical, TR-FRET, uHTS; Ubiquitin-conjugating enzyme E2 N (Homo sapiens), P61088; 330,000 compounds, 0.47% hits; inhibition, % at 20 µM; in the data active = inhibition above about 45%, passing the limit was not always enough
Target sequence (P61088 whole entry, looked up): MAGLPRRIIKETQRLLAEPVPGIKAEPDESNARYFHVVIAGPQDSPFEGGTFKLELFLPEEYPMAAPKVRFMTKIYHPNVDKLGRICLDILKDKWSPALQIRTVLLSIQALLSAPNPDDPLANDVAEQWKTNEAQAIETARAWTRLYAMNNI
Apaf1 inhib: inhibitors of human Apaf-1 apoptosome, primary screen, biochemical, DEVD-Rh110 fluorescence, uHTS; Apoptotic protease-activating factor 1 (Homo sapiens), O14727; reconstituted apoptosome caspase-3 activity; inhibition, % at 20 µM; 330,000 compounds, 0.71% hits; AID 489030, 2010; active = inhibition of at least 40% at 20 µM;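 note: plate controls were DMSO wells for no effect and DEVD-CHO caspase inhibitor wells for full effect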
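Material: reconstituted apoptosome with Apaf-1, cytochrome c, caspase-9, procaspase-3, dATP. Technique: Rh110 fluorescence intensity. Buffer or medium: pH 7.5 Hepes buffer with CHAPS, BSA, DTT. Times: 30 min plus 50 min, RT.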
SENP6 inh: SENP6 protease inhibitors, primary screen, biochemical, luminescence, uHTS. Sentrin-specific protease 6 (Homo sapiens), Q9GZR1. Recombinant SENP6 catalytic domain, aminoluciferin luminescence. inhibition, % at 10 µM. 330,000 compounds, 1.8% hits. AID 2599, 2010;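 active = inhibition above about 50% at the single tested dose, limit read from the data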;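 note: plate controls were DMSO wells with enzyme for no effect and DMSO wells lacking enzyme for full effect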
APOBEC3G inh: APOBEC3G DNA deaminase inhibitors, primary screen, biochemical, fluorescence, single-stranded DNA substrate, uHTS; DNA dC->dU-editing enzyme APOBEC-3G (Homo sapiens), Q9HC16; recombinant A3G, ssDNA deamination FAM/TAMRA fluorescence; inhibition, % at 20 µM; 330,000 compounds, 0.28% hits; AID 493012, 2011;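 active = inhibition of at least 40% at 20 µM, with no more than 30% in the related APOBEC3A deaminase screen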;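 note: plate controls were DMSO wells with A3G for no effect and wells lacking A3G enzyme for full effect; some compounds called inactive have numbers as strong as hits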
SENP8 block-1: human SENP8 protease inhibitors, primary screen, biochemical, fluorescence, Nedd8 protein substrate, uHTS. 360,000 compounds, 0.64% hits. recombinant SENP8. inhibition, % at 20 µM. AID 602440, 2012; in the data active = inhibition mostly above about 40%, no sharp cut-off; inactive = mostly below about 27%
Target sequence (Q96LD8 whole entry, looked up): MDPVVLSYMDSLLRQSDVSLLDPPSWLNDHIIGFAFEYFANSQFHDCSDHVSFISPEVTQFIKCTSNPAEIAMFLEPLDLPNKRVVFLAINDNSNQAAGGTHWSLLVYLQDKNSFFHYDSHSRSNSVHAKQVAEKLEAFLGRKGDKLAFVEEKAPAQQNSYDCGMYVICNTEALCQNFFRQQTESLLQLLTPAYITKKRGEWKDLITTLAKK
SENP8 block-2: SENP8 protease inhibitors, primary screen, biochemical, luminescence. inhibition, % at 10 µM. purified SENP8, Z-RLRGG-aminoluciferin cleavage. 330,000 compounds, 1.2% hits. AID 2540, 2010; in the data active = inhibition above about 50%
SENP7 inh: SENP7 protease inhibitors, primary screen, biochemical, luminescence, uHTS; Sentrin-specific protease 7 (Homo sapiens), Q9BQF6; recombinant SENP7, Z-RLRGG-aminoluciferin luminescence, 40 min; inhibition, % at 5 µM; 330,000 compounds, 1.5% hits; AID 434973, 2010;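 active = inhibition above about 50% at the single test dose, limit read from the data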;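 note: plate controls were DMSO with enzyme for no effect and no enzyme buffer wells for full effect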
Target sequence (Q9BQF6 706-1050 limits assumed): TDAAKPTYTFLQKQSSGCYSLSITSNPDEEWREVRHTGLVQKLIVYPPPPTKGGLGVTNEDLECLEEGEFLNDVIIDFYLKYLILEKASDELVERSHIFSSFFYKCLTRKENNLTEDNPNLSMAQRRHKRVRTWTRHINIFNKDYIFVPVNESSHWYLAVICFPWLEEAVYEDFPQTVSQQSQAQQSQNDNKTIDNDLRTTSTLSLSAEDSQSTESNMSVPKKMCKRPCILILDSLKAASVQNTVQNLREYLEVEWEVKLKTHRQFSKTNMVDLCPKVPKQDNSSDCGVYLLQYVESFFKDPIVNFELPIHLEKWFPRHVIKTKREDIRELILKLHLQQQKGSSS
* marks the source's active call; other numbers are inactive results; / = not tested or not shown; & = joins results of further samples. An unsorted share of the library, and some 3.6% of all compounds hit somewhere here.

SMILES	SENP1 FRET inh	UBC13 inh	Apaf1 inhib	SENP6 inh	APOBEC3G inh	SENP8 block-1	SENP8 block-2	SENP7 inh
COc1cccc(C2=NOC(C(=O)N3CCN(Cc4ccccc4)CC3)C2)c1OC (stereo unspecified)	4	13	1	-11	-6	16	-3	5
CC(Oc1ccc(F)cc1)c1nnc(SCC(=O)N(c2ccccc2)C2CCS(=O)(=O)C2)o1 (stereo unspecified)	3	-5	12	-13	-5	11	-4	0
NC(=O)NC(=O)COC(=O)CCCSc1nc2ccccc2s1	2	-2	5	8	4	14	-1	2
CN1C(=O)N(C)c2ccc(C=O)c3cccc1c23	-31	-9	6	-4	-5	-374	-5	2
O=C(OCn1nnc2ccccc2c1=O)c1cc2ccccc2o1	4	-3	8	-4	-1	8	-2	-5
CCCCn1c(Cn2nc(C(=O)O)c3ccccc3c2=O)nc2cc(S(N)(=O)=O)ccc21	-3	2	-5	-9	-9	10	8	-2
CCOC(=O)c1nnc2cc(-c3ccc(Br)cc3)nn2c1C	-31	0	3	-13	0	-140	-5	-1
COc1ccc(CCNC(=O)CSc2nnnn2-c2ccc(OC)c(OC)c2)cc1OC	2	4	-4	8	-7	-5	4	-2
O=C(CSc1nnc(-c2cccs2)o1)OC1CCCCC1	-1	-3	0	-4	-5	12	0	6
COc1ccccc1C1CC(=O)Oc2cc(OC)c(OC)c(OC)c21 (stereo unspecified)	2	/	9	/	-1	5	/	-5
CCC(=O)NCCc1nc2cc(NC(=O)c3cccc([N+](=O)[O-])c3)ccc2n1C	0	-2	4	-3	-6	20	-18	-12
NS(=O)(=O)c1ccc(N=Nc2c[nH]c(=O)c(O)c2)cc1	-23	-330	74*	36	11	25	16	21
NNc1ccc2c(C(F)(F)F)cc(C(F)(F)F)nc2n1	-20	6	9	-1	-4	-370	4	5
O=C(NCC1CCCO1)C(=O)c1c[nH]c2ccccc12 (stereo unspecified)	3	0	-9	-6	-11	12	-2	5
CCOC(=O)c1sc2cc([N+](=O)[O-])cc(SCCO)c2c1N	50*	-52	-7	-1	0	20	-5	1
CC(C)=CCC[C@](C)(OC1OC(COC2OCC(O)C(O)C2O)C(O)C(O)C1O)C1CC[C@]2(C)C1C(O)CC1[C@@]3(C)CCC(O[C@@H]4O[C@H](CO)C(O)C(O)C4O[C@@H]4OC(CO)C(O)C(O)C4O)C(C)(C)C3CC[C@]12C (stereo partly specified)	-2	28	12	-7	-1	-3	-4	-5
COc1ccc(S(=O)(=O)N2CCC(C(=O)Nc3c(F)cccc3F)CC2)cc1	-1	6	5	4	-2	11	-4	-2
Cc1ccc(CNC(=O)CNC(=O)c2ccco2)cc1	0	5	1	-31	-4	10	6	5
CCC1Nc2ncnc(N3CCN(c4ccccc4)CC3)c2N(Cc2ccc(C)cc2)C1=O (stereo unspecified)	-5	6	25	-6	-6	-2	-8	2
COC(=O)c1nnn(-c2nonc2N)c1CN1CCCC1	1	3	-2	1	-1	23	5	3
CCn1cc(/C=N\NC(=O)c2cc(-c3ccccc3OC)nc3ccccc23)c(C)n1	0	-2	-2	-5	5	-26	0	8
CCOc1ccc(NC(=O)CN(C)C(=O)Cc2ccsc2)cc1OCC	0	-4	16	2	-9	18	-11	-10
Cc1ccc(NC(=O)CCC(=O)c2cccs2)cc1F	1	7	7	-8	2	8	-2	-6
CCOC(=O)CC(=O)CSc1ncnc2c1nnn2-c1ccccc1	-1	-10	-3	-11	-5	6	-10	-8
COc1cccc(-c2nn3c(-c4ccco4)nnc3s2)c1	1	-3	11	7	-2	-7	-6	3
(more compounds)
SMILES	SENP1 FRET inh	UBC13 inh	Apaf1 inhib	SENP6 inh	APOBEC3G inh	SENP8 block-1	SENP8 block-2	SENP7 inh
CCN(CC(=O)NC1CCS(=O)(=O)C1)C(=O)c1cc(OC)c(OC)c(OC)c1 (stereo unspecified)	-1	11	-9	-3	-5	3	6	8
O=C(NNC(=S)NC(=O)c1cccnc1)c1ccccc1	0	-6	0	-5	2	20	0	4
O=c1cc(N2CCc3ccccc3C2)[nH]c(=O)n1-c1ccc(Br)cc1	-10	-3	-9	6	0	10	6	5
COc1ccc(/C=C/C(=O)Nc2ccc(C34CC5CC(CC(O)(C5)C3)C4)cc2)cc1OC	2	-12	8	-5	-6	-20	-19	-5
O=C(O)COc1ccc(/C=N/Nc2nc(Nc3ccccc3)nc(N3CCCCC3)n2)cc1	1	-19	9	-7	-1	16	-6	5
CCN(CC)C(=O)COc1ccc(C=O)cc1OC	1	-6	3	-5	34	12	-12	-6
O=C(CN1C(=O)CSC1=O)NCc1ccccc1	2	7	-1	0	-3	6	-3	-1
O=C(CNC(=O)C12CC3CC(CC(C3)C1)C2)NC1=NCCS1	1	1	-9	8	-3	11	0	3
COc1ccc(-c2cc(C(=O)c3c(N)n(C)c(=O)n(C)c3=O)c3ccccc3n2)cc1	0	-9	-2	-8	-8	-156	6	5
CCOc1ccc2c(c1)OC1(CCC(C)C1)CC2=O (stereo unspecified)	3	10	13	-11	-1	18	-10	-1
COC(=O)C[C@H]1c2ccc(C(F)(F)F)cc2S(=O)(=O)N1Cc1ccccc1	4	9	-1	-4	-6	28	11	-6
CC(=O)N1CCC(N(C(=O)Nc2ccc(Cl)cc2)C(C)C)CC1	-1	-2	-1	-13	-8	12	-3	-13
CCOC(=O)[C@@H]1[C@H]2COc3cc(OC)ccc3[C@@H]2N2C(=O)N(c3ccc(Br)cc3)C(=O)[C@@]12C	0	-4	33	-1	-3	0	1	-11
COc1ccc(NC(=O)n2ncc3c(C)cccc32)cc1	0	8	12	74*	-1	33	72*	61*
O=C(CN1CCC(C(=O)c2cccc(F)c2)CC1)NCc1cccs1	-1	-4	9	-12	-7	18	-7	-9
COc1ccc(C(=O)O/N=C(\N)Cc2ccc(Cl)cc2)cc1OC	1	-2	3	-15	-3	14	-2	-1
COC(=O)c1sccc1NC(=O)Nc1ccc(C)cc1C	5	-4	4	8	0	-2	-4	-7
Cc1cc(=O)oc2cc(OCC(=O)N3CCCC3)ccc12	-1	-7	-2	-4	-4	-408	1	8
NC(=O)CC(NC(=O)Cc1ccc(Br)cc1)c1ccc(NC2CCN(Cc3ccccc3)CC2)c([N+](=O)[O-])c1 (stereo unspecified)	1	2	8	10	-3	27	8	8
Cc1ccc(OCCn2nnc3ccccc32)cc1C	-1	-2	9	6	-2	6	16	22
Cc1cc(OCCn2ccnc2)ccc1C(C)C	2	-1	12	-6	0	12	-4	7
Cc1noc(C)c1S(=O)(=O)N1CCCC(C(=O)NCC2CCCO2)C1 (stereo unspecified)	1	-2	-89	-9	-4	32	-8	-10
COC(=O)c1cccc(CSC(=S)N2CCCC2)c1	0	9	2	9	-8	23	-5	3
CN(C)CC(C)(C)CNS(=O)(=O)c1ccc(Cl)c(Cl)c1	-2&1	5&4	1&-10	6&-43	-5&-6	6&2	-4&-1	4&-7
CC(C)[C@H](NC(=O)c1ccccc1)C(=O)OCC(=O)N1CCCCCC1	1	1	-2	-7	-5	18	-12	1
(further entries)
SMILES	SENP1 FRET inh	UBC13 inh	Apaf1 inhib	SENP6 inh	APOBEC3G inh	SENP8 block-1	SENP8 block-2	SENP7 inh
O=C(Nc1nnc(-c2ccc(Br)cc2)o1)c1ccco1	1	-7	-2	-8	-12	-51	-5	7
Cc1ccccc1C(=O)N1CCN(S(=O)(=O)c2cccs2)CC1	0	2	-6	-12	-6	0	-2	-3
CCN(C1CCCCC1)S(=O)(=O)c1ccc(C(=O)O)cc1	-1	2	-1	0	-2	13	-4	-6
Cc1cc(Cl)c(C(=O)Nc2cccc(C(F)(F)F)c2)c(C)n1	-1	4	10	-16	1	4	-5	6
Cc1ccc(NCc2ccccc2O)cc1	1	3	-12	19	-6	15	-6	18
CN(c1ccc(OCc2ccc([N+](=O)[O-])cc2)cc1)S(=O)(=O)c1ccccc1	1	1	19	-15	-8	22	-1	11
CSc1nc(N)nc2c1ncn2CC(=O)N1CCN(Cc2c(C)cc(C)cc2C)CC1	2	-6	7	-9	-10	-64	-16	-3
CCNC(=S)NNC(=O)CSc1nc2ccccc2[nH]1	2	-13	-7	24	6	1	-3	-5
COc1ccc(F)cc1CN1CCN(C(=O)CCC(=O)Nc2nnc(CC(C)C)s2)CC1	1	1	5	-6	-4	15	5	-2
C=CCSc1nc(C)c(CC=C)c(=O)[nH]1	2	-6	3	5	-1	7	-1	4
C=CCn1c(SCC(=O)Nc2cccc(C(=O)OC)c2)nnc1C(C)NC(=O)c1cccs1 (stereo unspecified)	1	-5	-6	-4	-3	3	-8	5

Laid out differently: results already given.
Second line of a record – SENP1 FRET inh	UBC13 inh	Apaf1 inhib	SENP6 inh	APOBEC3G inh	SENP8 block-1	SENP8 block-2	SENP7 inh
CN(C)CC(C)(C)CNS(=O)(=O)c1ccc(Cl)c(Cl)c1
→ -2&1	5&4	1&-10	6&-43	-5&-6	6&2	-4&-1	4&-7
CC(C)[C@H](NC(=O)c1ccccc1)C(=O)OCC(=O)N1CCCCCC1
→ 1	1	-2	-7	-5	18	-12	1
O=C(Nc1nnc(-c2ccc(Br)cc2)o1)c1ccco1
→ 1	-7	-2	-8	-12	-51	-5	7
Cc1ccccc1C(=O)N1CCN(S(=O)(=O)c2cccs2)CC1
→ 0	2	-6	-12	-6	0	-2	-3
CCN(C1CCCCC1)S(=O)(=O)c1ccc(C(=O)O)cc1
→ -1	2	-1	0	-2	13	-4	-6
Cc1cc(Cl)c(C(=O)Nc2cccc(C(F)(F)F)c2)c(C)n1
→ -1	4	10	-16	1	4	-5	6
Cc1ccc(NCc2ccccc2O)cc1
→ 1	3	-12	19	-6	15	-6	18
CN(c1ccc(OCc2ccc([N+](=O)[O-])cc2)cc1)S(=O)(=O)c1ccccc1
→ 1	1	19	-15	-8	22	-1	11
CSc1nc(N)nc2c1ncn2CC(=O)N1CCN(Cc2c(C)cc(C)cc2C)CC1
→ 2	-6	7	-9	-10	-64	-16	-3
CCNC(=S)NNC(=O)CSc1nc2ccccc2[nH]1
→ 2	-13	-7	24	6	1	-3	-5
COc1ccc(F)cc1CN1CCN(C(=O)CCC(=O)Nc2nnc(CC(C)C)s2)CC1
→ 1	1	5	-6	-4	15	5	-2
C=CCSc1nc(C)c(CC=C)c(=O)[nH]1
→ 2	-6	3	5	-1	7	-1	4
C=CCn1c(SCC(=O)Nc2cccc(C(=O)OC)c2)nnc1C(C)NC(=O)c1cccs1 (stereo unspecified)
→ 1	-5	-6	-4	-3	3	-8	5

Entries of single compounds, quoted from the list. Order of screens: SENP1 FRET inh | UBC13 inh | Apaf1 inhib | SENP6 inh | APOBEC3G inh | SENP8 block-1 | SENP8 block-2 | SENP7 inh
C=CCn1c(SCC(=O)Nc2cccc(C(=O)OC)c2)nnc1C(C)NC(=O)c1cccs1 (stereo unspecified) is entered as 1 | -5 | -6 | -4 | -3 | 3 | -8 | 5
Cc1ccccc1C(=O)N1CCN(S(=O)(=O)c2cccs2)CC1 is entered as 0 | 2 | -6 | -12 | -6 | 0 | -2 | -3
